# Screens: PubChem, Southern Research Specialized Biocontainment Screening Center
# Salmonella PhoP GFP: PhoP regulon inhibitors, Salmonella typhi PhoP promoter GFP reporter, confirmatory (AID 1850); Salmonella Typhi PhoP-promoter GFP reporter, fluorescence, 4 h; higher % means a stronger effect; one-dose inhibition, % at 50 µM; IC50 in µM for titrated hits; hit rate 0.33% among 310,000; in the data active means a potency from the dose series; inconclusive means inhibition mostly from about 25% at the one dose, without a potency; inactive means the rest, 99 in 100 with inhibition below about 19%;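 further: 0% = induced wells with vehicle and 100% = uninduced wells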
# H37Rv inhibition: M. tuberculosis growth inhibition, HTS (AID 449762); M. tuberculosis H37Rv growth inhibition, 7H9 media; higher % means a stronger effect; one-dose inhibition, % at 25 µM; IC50 in µM for titrated hits; hit rate 0.59% among 330,000; in the data active means a potency from the dose series; inconclusive means inhibition above about 70% without an active follow-up result;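 further: bacterial growth assessed after seven days of incubation; strong numbers were not always called active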
# influenza NS1A: NS1A inhibition, H1N1 influenza, cell based functional assay (AID 504329) | NS1A functional cell-based assay, percent inhibition; higher % means a stronger effect | inhibition, % at 12.5 µM, or IC50 in µM where a hit was titrated | hit rate 0.3% among 340,000; in the data active means a potency from the dose series; inconclusive means inhibition above about 27% without an active follow-up result; further: strong numbers were not always called active
# inhibitors of VEEV: inhibitors of VEEV TC-83 cytopathic effect, confirmation, Vero cells (AID 588727); Vero cells, VEEV TC-83 cytopathic effect inhibition; higher % means a stronger effect; inhibition, % at 20 µM; hits with a dose series show IC50 in µM; hit rate 0.13% among 350,000; in the data active means a potency from the dose series; inconclusive means inhibition mostly from about 14% at the one dose, without a potency; inactive means the rest, 99 in 100 with inhibition below about 12%; further: strong numbers were not always called active
# M. tuberculosis: growth inhibition of non-replicating M. tuberculosis (AID 488890); Mycobacterium tuberculosis non-replicating, growth inhibition; higher % means a stronger effect; inhibition, % at 25 µM, or IC50 in µM where a hit was titrated; hit rate 0.39% among 320,000; in the data active means a potency from the dose series; inconclusive means inhibition mostly from about 82% at the one dose, without a potency; inactive means the rest, 99 in 100 with inhibition below about 76%;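 further: plate controls were DMSO cells for no effect and high antibiotic wells for full effect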
# inhibitors of VEEV 10K pilot screen: recorded beside inhibitors of VEEV, whose call it bears; inhibition, %; measured here: 10K pilot screen inhibition
# Numbers without * were called inactive; i = inactive; u = inconclusive; x = not tested or not shown; & = joins results of further samples.
SMILES,Salmonella PhoP GFP,H37Rv inhibition,influenza NS1A,inhibitors of VEEV,M. tuberculosis,others
O=C(COC(=O)[C@@H]1CCCN1S(=O)(=O)c1ccc(Cl)cc1)NC1CCS(=O)(=O)C1 (stereo partly specified),2%,2%,4%,1.1%,-5%,
CCOC(=O)CC1COCCN1C(=O)CCc1nnc(-c2ccsc2)o1 (stereo unspecified),-6%,-2%,-15%,i,7%,
CCCc1cc2c(cc1NC(=O)c1ccccc1F)OCO2,-3%,42%,1%,0.6%,-3%,
CC1CCN(C(=O)c2cc(S(=O)(=O)N3CCOCC3)ccc2N2CCCC2)CC1,x,0%,-8%,1.7%,-2%,
NNc1ccc(S(=O)(=O)N2CCCCC2)cn1,15%,-8%,0%,0.0%,0%,
O=C(COC(=O)Cc1ccc(Br)cc1)NCc1ccc2c(c1)OCO2,x,x,-6%,5.0%,x,
Cc1ccc(NC(=O)CCSc2nnc(C)s2)cc1,-2%,45%,-11%,1.2%,22%,
COc1ccc(-c2nc(CN3CCCC(C(=O)NC4CCCC4)C3)c(C)o2)cc1 (stereo unspecified),-2%,1%,1%,1.5%,34%,inhibitors of VEEV 10K pilot screen=0.9
O=C(NNC(=O)c1ccccc1-n1cccc1)c1ccc(F)cc1,-14%,4%,-4%,1.6%,-1%,
CCN(CC)CCCNC(=O)c1cc2c(-c3ccc(Cl)cc3)nn(C)c2s1,-2%,47%,4%,9.0%,x,
CCOC(=O)c1c(C)[nH]c(C(=O)CN2C(=O)NC(C)(CC(C)C)C2=O)c1C (stereo unspecified),-11%,-5%,9%,9.5%,13%,
COc1ccc(CCNc2ccc(C(CC(N)=O)NC(=O)c3ccccc3)cc2[N+](=O)[O-])cc1 (stereo unspecified),2%,0%,-2%,0.3%,-12%,
COCCn1c(C)cc2c(c1=O)C(c1ccco1)C(C#N)=C(N)O2 (stereo unspecified),-3%,-2%,6%,0.5%,0%,
CCOC(=O)C1=CNS(=O)(=O)NC1c1ccc(C[C@H](NC(=O)CNC(=O)CCc2ccccc2)C(N)=O)cc1 (stereo partly specified),x,x,-4%,0.8%,x,
Cn1cc(CN2CCC(C(=O)Nc3cccc(-c4cccc(F)c4)c3)CC2)cn1,-6%,-1%,-4%,5.6%,9%,
Cc1cccc(C(=O)Oc2ccc(/C=N/NC(=O)c3ccccc3O)cc2)c1,-5%,5%,-2%,1.3%,59%,
C[C@@H](NC(=O)c1nc[nH]c1C(=O)N[C@@H](CCCCNC(=O)OC(C)(C)C)C(=O)OC(C)(C)C)c1ccccc1,-20%,-1%,-5%,7.0%,66%,
c1ccc(COc2ccc(CNCc3cccs3)cc2)cc1,8%,u,0%,i,75%,
ClCc1cc2ccccc2nc1Cl,6%,u,4%,u,7%,
COC(=O)c1nnn(-c2nonc2N)c1CSCCO,14%,-3%,1%,0.2%,-19%,
CN(CCO)c1cnccn1,-7%,0%,-9%,0.4%,2%,
CN(C)c1ccc(NC(=O)CN2C(=O)CC(c3ccccc3)=Nc3ccccc32)cc1,-5%,-9%,7%,i,-10%,
CN(C)C(=O)CSc1nnc(Cc2ccc3c(c2)OCO3)o1,3%,-5%,2%,3.0%,13%,
CCOC(=O)C(C)/C(C)=N/NC(=O)CCC(=O)Nc1cc(C)ccc1C (stereo unspecified),-7%,-1%,6%,1.4%,-8%,
CCOc1ccc(C(=O)OCC(=O)NC(C)C)cc1,5%,-9%,6%,0.5%,-3%,
Clc1ccc(C2CC(c3ccccc3)Nc3ncnn32)cc1 (stereo unspecified),8%,53%,-16%,0.7%,-8%,
O=c1[nH]c(=O)c2cc3ccccc3nc2[nH]1,x,x,9%,u,x,
Cc1nc(-c2ccccc2Cl)sc1C(=O)/C=C/N(C)C,4%,14%,-3%,5.0%,45%,
CC(=O)c1ccc(N=C2NC(=O)C(CO)(CO)S2)cc1,0%,4%,-1%,0.9%,-2%,
COc1cc(CNCc2ccccc2)cc(Cl)c1OC,4%,0%,-4%,i,x,
COc1ccc(NC(=O)c2ccccc2Oc2ccccc2)c(OC)c1,2%,u,1%,4.3%,u,
CCCCn1c(N)c(N(CC(C)C)C(=O)c2cccc(S(=O)(=O)N(CC)c3ccccc3)c2)c(=O)[nH]c1=O,x,x,-8%,2.6%,x,
COc1ccccc1NC(=O)c1sc2nc(N3CCOCC3)c3c(c2c1N)CCCC3,-7%,0%,-12%,3.3%,-11%,
NCCc1c(-c2ccccc2)n(-c2ccccc2)c2ccccc12,x,x,20%,5.8%,x,
CCCC(=O)OCC[N+](C)(C)C,7%&1%,-3%,-4%,0.1%,-7%,
CSc1nc2nc(-c3cccc(C(F)(F)F)c3)ccn2n1,-4%,-12%,5%,i,-8%,
c1ccc2c(c1)Cc1cc3ccccc3nc1-2,-5%,3%,1%,1.0%,18%,
Cc1ccc(Cl)c(NC(=O)CCl)c1Cl,-13%,u,-7%,10%,61%,
Brc1ccc(C2=CC(c3ccco3)n3nnnc3N2)cc1 (stereo unspecified),-7%,-1%,-1%,i,70%,
CCCCCCCCCCCCCCCC(=O)NCCO,20%,100%,1%,0.4%,-1%,
Cc1cc(/C=N/NC(N)=S)c(C)n1-c1ccc(Br)cc1,-25%,u,16%,5.0%,56%,
CCOC(=O)c1cc(C)[nH]c(=S)c1C#N,-6%,1%,1%,0.8%,-6%,
COc1cc(C(=O)Nc2ccc3c(c2)C(=O)c2ccccc2C3=O)cc(OC)c1OC,-7%,-4%,-3%,0.1%,-11%,inhibitors of VEEV 10K pilot screen=1.2
Cc1onc(-c2c(Cl)cccc2Cl)c1C(=O)N1CCSCC1,-3%,1%,-2%,0.9%,2%,
CC(C)CCCn1c(O)c(/C=C2/C=CC=N2)c(=O)[nH]c1=O,-9%,u,4%,11%,0.27µM*,
COc1ccccc1CNC(=O)Cn1cc(Br)ccc1=O,14%,-1%,-6%,2.3%,-12%,
Cc1ccc(C(=O)C[n+]2ccccc2)cc1,6%,0%,-9%,0.5%,5%,
CN(C)CCOC1c2ccccc2C=Cc2ccccc21,11%,9%,x,0.0%,-2%,
COc1cc2c(cc1OC)C(c1cc(Br)ccc1O)N(C(C)=O)CC2 (stereo unspecified),-1%,-1%,-2%,i,-14%,
NS(=O)(=O)c1ccc(NC(=O)COC(=O)c2cn(-c3ccccc3)nc2-c2ccccc2)cc1,13%,-12%,2%,i,1%,
C#CCOCCOCCOCCNc1nc(N2CCN(C(=O)Cn3cc(CCCCN)nn3)CC2)nc(N2CCN(C(=O)[C@H]([C@@H](C)CC)n3cc(CCCCN)nn3)CC2)n1,-18%,-6%,7%,0.8%,5%,
CCN(c1cccc(C)c1)S(=O)(=O)c1ccc(-c2cc(C)no2)s1,-4%,0%,3%,i,32%,
Cc1ccc(C)c(Cn2nnc3c(=O)[nH]c(C4CCN(S(=O)(=O)c5ccc(S(=O)(=O)N(C)C)cc5)CC4)nc32)c1,0%,25%,2%,1.7%,18%,
COCCCNC(=O)c1cn(-c2cccc(OC)c2)c(=O)c2ccccc12,3%,64%,-6%,0.2%,-4%,
CC(NC(=O)c1ccccc1F)c1nnc(SCC(=O)NC2CCCCC2)n1C (stereo unspecified),1%,0%,2%,1.0%,3%,
NC(=O)C1(N2CCCCC2)CCN(C2CC(=O)N(Cc3cccs3)C2=O)CC1 (stereo unspecified),-6%,-5%,-5%,i,u,
CCN(CC)C(=O)C1CCN(Cc2cccc(OCc3ccccc3)c2)CC1,-8%,-5%,5%,i,6%,
CC(C)Cc1nnc(NC(=O)c2ccc(N3CCCC3=O)cc2)s1,-7%,-3%,-20%,5.9%,-5%,
COc1ccccc1C/C(N)=N/OC(=O)COc1cc(C)cc(C)c1C,0%,-2%,-11%,1.8%,57%,
Cc1ccc(-n2cnc3c(=O)[nH]cnc32)cc1,x,x,0%,0.3%,x,

# Next part
SMILES,Salmonella PhoP GFP,H37Rv inhibition,influenza NS1A,inhibitors of VEEV,M. tuberculosis,others
O=C(c1ccc(CS(=O)c2cccc(Cl)c2)o1)N1CCN(c2ccccn2)CC1 (stereo unspecified),-5%,-5%,-1%,1.6%,-7%,
Cc1ccc(C)c(S(=O)(=O)N2CCCOC2CNC(=O)C(=O)NC2CCCC2)c1 (stereo unspecified),-9%,-6%,-6%,i,13%,
COc1ccc(CCNC(=O)CSCc2ccc(Br)cc2)cc1OC,-2%,-2%,-4%,i,-5%,
CCCN1C(=O)c2[nH]nc(-c3cc(Cl)c(C)cc3O)c2C1c1ccc(O)c(OC)c1 (stereo unspecified),15%,5%,-2%,2.8%,1%,
O=C(CN1C(=O)C(=O)N(C2CCCC2)C1=O)NCCc1ccc(F)cc1,x,-8%,-5%,3.4%,21%,
OCCNC(=S)Nc1cc(Cl)cc(Cl)c1,-25%,12%,-16%,1.4%,47%,
CC(C)CCN1CCN(C2CSCCSC2)CC1CCO (stereo unspecified),8%,-1%,4%,i,9%,
COc1ccccc1NC(=O)CNc1ccc(F)c(Cl)c1,-5%,13%,-1%,1.0%,69%,
COCC1CCN(Cc2cn(-c3ccccc3F)nc2-c2cc(C)sc2C)CC1,-1%,1%,-13%,6.8%,56%,
Cc1ccc2cc(CN(CCCO)S(=O)(=O)c3ccccc3F)c(=O)[nH]c2c1C,-5%,7%,-14%,11%,-6%,
COc1ccc(OCCC(=O)OCC(=O)NC(=O)NC2CCCCC2)cc1,-12%,-10%,1%,7.4%,42%,
O=C(O)c1ccc(NC(C(=O)c2ccccc2)c2ccccc2)cc1 (stereo unspecified),x,x,-13%,0.6%,x,
Cc1cc(N)n(-c2cc(C)c3ccccc3n2)n1,3%,6%,-3%,i,-8%,
CN1C[C@@H]2[C@@H]3C(=O)N(C)C(=O)[C@@H]3[C@](C)(C1=O)N2C(=O)c1ccc(Cl)c(Cl)c1,x,x,8%,0.1%,x,
COC(=O)c1ccc(/C=C/c2ccc3cccc(OC)c3n2)cc1,-7%,6%,11%,2.2%,63%,
O=C(CCCNS(=O)(=O)c1cccc2nsnc12)NCc1ccc(Cl)cc1,-5%,-2%,2%,6.1%,13%,
Cc1ccc(NC(=O)c2cc3c(s2)CCCC3)cc1,12%,-7%,11%,i,74%,
O=C(Nc1ccc(Cl)cc1)Nc1cccnc1,-8%,-2%,2%,2.1%,14%,
Cc1ccc(NC(=O)C2CCN(S(=O)(=O)c3cccs3)CC2)cc1,12%,-3%,-8%,0.5%,8%,
O=C(C(Cl)c1ccccc1)N1CCOCC1 (stereo unspecified),-7%,-9%,6%,0.9%,-5%,
CC(C)c1ccc(N2C(=O)NC(=O)/C(=C\c3cnc(-c4ccccc4)nc3)C2=O)cc1,-2%,2%,-4%,0.3%,22%,
CCn1c(SCC(=O)c2ccccc2)nnc1-c1cccnc1,-11%,3%,3%,1.8%,35%,
O=C(CCN1CCOCC1)c1ccc2c(c1)OCCO2,12%,66%,1%,i,u,
CCOC(=O)/C=C/C(=O)Nc1ccc(S(=O)(=O)Nc2cc(C)on2)cc1,4%,-7%,-2%,0.6%,50%,

# Quoted at random: 3 entries already listed, in no set order.
SMILES,Salmonella PhoP GFP,H37Rv inhibition,influenza NS1A,inhibitors of VEEV,M. tuberculosis,others
CC(NC(=O)c1ccccc1F)c1nnc(SCC(=O)NC2CCCCC2)n1C (stereo unspecified),1%,0%,2%,1.0%,3%,
NNc1ccc(S(=O)(=O)N2CCCCC2)cn1,15%,-8%,0%,0.0%,0%,
O=C(CCCNS(=O)(=O)c1cccc2nsnc12)NCc1ccc(Cl)cc1,-5%,-2%,2%,6.1%,13%,

# 4 neighbouring compounds already listed:
SMILES,Salmonella PhoP GFP,H37Rv inhibition,influenza NS1A,inhibitors of VEEV,M. tuberculosis,others
CN1C[C@@H]2[C@@H]3C(=O)N(C)C(=O)[C@@H]3[C@](C)(C1=O)N2C(=O)c1ccc(Cl)c(Cl)c1,x,x,8%,0.1%,x,
COC(=O)c1ccc(/C=C/c2ccc3cccc(OC)c3n2)cc1,-7%,6%,11%,2.2%,63%,
O=C(CCCNS(=O)(=O)c1cccc2nsnc12)NCc1ccc(Cl)cc1,-5%,-2%,2%,6.1%,13%,
Cc1ccc(NC(=O)c2cc3c(s2)CCCC3)cc1,12%,-7%,11%,i,74%,

# Remaining list, next part
SMILES,Salmonella PhoP GFP,H37Rv inhibition,influenza NS1A,inhibitors of VEEV,M. tuberculosis,others
C/C(=N\NC(=O)c1cccc(Br)c1)c1cccnc1,3%,-6%,1%,1.3%,-9%,
O=c1[nH]c2cc3c(cc2cc1CN(Cc1cccnc1)C(=S)NCc1ccco1)OCO3,9%,-6%,2%,2.3%,6%,
O=C1C(c2ccccc2)NC(=S)N1C1CCCCC1 (stereo unspecified),-71%,1%,3%,1.3%,8%,
COC(=O)C(/C=N/O)NC(=O)c1ccccc1 (stereo unspecified),5%,-12%,1%,1.5%,-10%,inhibitors of VEEV 10K pilot screen=0.7
